MLLE-PAM2 inh: inhibitors of PABP1 MLLE–PAM2 peptide binding, primary screen, biochemical, fluorescence polarization, FITC-PAM2, GST-MLLE; Polyadenylate-binding protein 1 (Homo sapiens), P11940; inhibition, % at 20 µM; actives 0.36% (n = 360,000); in the data active = inhibition above about 35%, passing the limit was not always enough;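 also: plate controls were DMSO wells with GST-MLLE for no effect and wells lacking GST-MLLE protein for full effect; some results filed as inactive read as strong as hits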
bovine MsrA act: bovine MsrA enzyme activators, primary screen, biochemical, absorbance, HTS | activation, % at 10.6 µM | purified bovine MsrA, absorbance read-out | actives 0.3% (n = 360,000) | AID 602163, 2012; in the data active = activation above about 7.5%;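 also: 0% = vehicle and 100% = reference activator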
CendR NRP1 mod: modulators of CendR peptide binding to NRP-1, primary screen, biochemical, fluorescence polarization, uHTS; Neuropilin-1 (Homo sapiens), O14786; FAM-RPARPAR peptide binding to NRP-1; inhibition, % at 25 µM; actives 0.85% (n = 360,000);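 active = inhibition or corrected inhibition above about 18%, plus a signal ratio from 0.5 to 1.5, limit read from the data, passing the limit was not always enough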; also: strong numbers were not always called active
Rin1 Abl inh: inhibitors of Rin1-Abl protein binding, primary screen, biochemical, TR-FRET. Tyrosine-protein kinase ABL1 (Homo sapiens) + Ras and Rab interactor 1 (Homo sapiens), …. inhibition, % at 7.35 µM. actives 0.4% (n = 360,000); in the data active = inhibition above about 5%, passing the limit was not always enough
Target sequence (P00519 whole entry, looked up): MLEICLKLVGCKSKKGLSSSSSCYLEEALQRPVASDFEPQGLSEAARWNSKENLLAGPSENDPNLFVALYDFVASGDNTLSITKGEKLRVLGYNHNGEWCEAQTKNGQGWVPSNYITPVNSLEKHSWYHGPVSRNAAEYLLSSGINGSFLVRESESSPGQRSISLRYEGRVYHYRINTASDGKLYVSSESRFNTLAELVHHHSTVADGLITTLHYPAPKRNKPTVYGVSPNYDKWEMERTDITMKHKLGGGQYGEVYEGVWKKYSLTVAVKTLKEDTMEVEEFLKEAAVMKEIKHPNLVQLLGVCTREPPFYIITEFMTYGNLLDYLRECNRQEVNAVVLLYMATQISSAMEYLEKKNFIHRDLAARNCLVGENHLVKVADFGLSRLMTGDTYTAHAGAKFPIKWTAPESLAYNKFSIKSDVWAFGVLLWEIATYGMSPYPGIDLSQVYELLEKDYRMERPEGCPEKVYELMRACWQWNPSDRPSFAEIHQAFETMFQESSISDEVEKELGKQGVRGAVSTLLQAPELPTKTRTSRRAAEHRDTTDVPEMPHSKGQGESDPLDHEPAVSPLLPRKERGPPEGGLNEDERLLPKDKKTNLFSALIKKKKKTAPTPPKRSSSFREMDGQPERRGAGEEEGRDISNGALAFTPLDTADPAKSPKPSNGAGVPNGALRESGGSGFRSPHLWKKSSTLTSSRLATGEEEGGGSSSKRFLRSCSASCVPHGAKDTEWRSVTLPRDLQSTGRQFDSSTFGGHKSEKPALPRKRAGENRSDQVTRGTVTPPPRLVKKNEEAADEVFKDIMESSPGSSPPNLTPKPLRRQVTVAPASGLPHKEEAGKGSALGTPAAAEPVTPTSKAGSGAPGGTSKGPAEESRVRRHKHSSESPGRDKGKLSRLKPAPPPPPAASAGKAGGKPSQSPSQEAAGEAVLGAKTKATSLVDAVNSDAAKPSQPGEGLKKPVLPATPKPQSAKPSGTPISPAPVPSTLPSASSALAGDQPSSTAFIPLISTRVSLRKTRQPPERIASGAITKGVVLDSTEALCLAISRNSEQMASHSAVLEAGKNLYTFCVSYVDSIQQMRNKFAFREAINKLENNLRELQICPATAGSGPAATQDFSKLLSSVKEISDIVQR
Target sequence (Q13671 whole entry, looked up): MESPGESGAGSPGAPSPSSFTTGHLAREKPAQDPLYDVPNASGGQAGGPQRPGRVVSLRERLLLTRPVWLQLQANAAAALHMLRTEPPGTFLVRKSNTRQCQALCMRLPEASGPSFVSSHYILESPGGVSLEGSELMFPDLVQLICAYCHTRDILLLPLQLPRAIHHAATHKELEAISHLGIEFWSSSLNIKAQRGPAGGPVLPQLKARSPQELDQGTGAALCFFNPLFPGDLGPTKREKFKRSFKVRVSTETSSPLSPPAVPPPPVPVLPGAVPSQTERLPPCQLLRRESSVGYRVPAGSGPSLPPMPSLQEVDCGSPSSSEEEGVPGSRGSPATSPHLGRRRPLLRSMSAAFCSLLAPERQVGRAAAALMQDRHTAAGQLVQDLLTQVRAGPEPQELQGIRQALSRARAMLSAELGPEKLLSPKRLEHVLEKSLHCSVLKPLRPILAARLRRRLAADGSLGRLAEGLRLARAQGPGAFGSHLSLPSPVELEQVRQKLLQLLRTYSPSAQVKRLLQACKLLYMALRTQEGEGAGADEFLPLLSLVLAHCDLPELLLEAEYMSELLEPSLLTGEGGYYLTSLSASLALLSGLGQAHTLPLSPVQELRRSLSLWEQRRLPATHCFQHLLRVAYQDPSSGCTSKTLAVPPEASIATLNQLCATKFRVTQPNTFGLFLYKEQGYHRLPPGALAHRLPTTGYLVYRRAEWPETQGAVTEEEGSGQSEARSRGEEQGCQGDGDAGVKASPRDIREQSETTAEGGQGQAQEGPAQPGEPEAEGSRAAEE
FAS-TE inh: FAS thioesterase domain inhibitors, primary screen, biochemical, fluorescence intensity, uHTS. actives 0.67% (n = 360,000). recombinant FAS-TE, OMFH fluorogenic substrate, fluorescence endpoint. Fatty acid synthase (Homo sapiens), P49327. inhibition, % at 15 µM;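 active = compounds whose normalised, plate-corrected inhibition of enzyme fluorescence in the single-dose primary screen is 50% or more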;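 also: 0% = DMSO with enzyme and 100% = substrate without enzyme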
MT1-MMP act inh: blockers of MT1-MMP proenzyme processing, primary screen, HT1080 RFP-PRO-GFP cells, GFP/RFP fluorescence; GFP/RFP ratio fluorescence, overnight; percent of plate control window, DMSO zero; GFP/RFP ratio change, % at 20 µM; actives 0.061% (n = 360,000);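 active = GFP/RFP ratio change of at least 30% with cell ATP level not reduced by more than half and red fluorescence within 50% of control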; also: strong numbers were not always called active
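Assay system: HT1080 RFP-PRO-GFP cells | Dosing: 20 µM single dose, 1% DMSO | Incubation: Cells overnight before dosing, compound overnight, 37 °C, 5% CO2 | Evaluation: GFP/RFP fluorescence ratio | Control set: DMSO-only wells and HT1080 RFP-L50D-GFP cell wells as references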
E coli Lon inh: inhibitors of E. coli Lon protease, primary screen, biochemical, fluorescence polarization | P0A9M0 | purified E. coli Lon protease | inhibition, % at 7.94 µM | actives 0.42% (n = 360,000); in the data active = inhibition above about 13%, passing the limit was not always enough;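 also: 0% = enzyme with probe and DMSO and 100% = no enzyme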
SKN-1 inh: suppressors of acrylamide-induced Pgst-4::GFP reporter in worms, primary screen, SKN-1 inhibitor project, whole organism, uHTS, GFP/RFP fluorescence ratio, strain VP596 | actives 0.49% (n = 360,000) | C. elegans VP596 Pgst-4::GFP/RFP ratio, 24 h | inhibition, % at 21.8 µM;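 active = interference check ratio from 0.5 to 1.5 plus GFP to RFP signal ratio inhibition reaching or exceeding a fixed threshold, cut at about 30% in these data, passing the limit was not always enough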; also: some compounds called inactive have numbers as strong as hits
Neddyl block: inhibitors of cullin neddylation, primary screen, biochemical, TR-FRET, uHTS, NAE and Ubc12; calls only at 25 µM; actives 0.58% (n = 360,000); in the data active = inhibition above about 36%
The depositor's hits bear a star; i = inactive; . = no result given.

SMILES	MLLE-PAM2 inh	bovine MsrA act	CendR NRP1 mod	Rin1 Abl inh	FAS-TE inh	MT1-MMP act inh	E coli Lon inh	SKN-1 inh	Neddyl block
CSc1nc(Cl)cc(N2CCOCC2)n1	11	-2	-5	-2	-7	-1	-1	19	i
COC(=O)CCCNC(=O)c1ccc2nc(Cc3ccc(OC)cc3)oc2c1	-2	0	-4	0	0	1	-9	-2	i
CC(C)(C)Cc1c(-c2ccc(F)cc2)nc2ccc(Cl)cn12	12	-2	-2	-1	26	-7	-1	12	i
CCOC(=O)N1CCN(C(=O)CSc2ccc(Cl)cc2)CC1	12	-4	8	1	-3	1	-2	5	i
COc1ccc(OC)c(NC(=O)Cc2nn(C)c(=O)c3ccccc23)c1	-5	-1	-2	-2	-4	5	16*	3	i
O=C(Nc1ccccc1-c1ccccc1)C(c1ccccc1)c1ccccc1	13	-10	4	2	22	-3	6	-2	i
Cc1c(C(=O)N2CCN(c3cccc(Cl)c3)CC2)cccc1[N+](=O)[O-]	2	-5	-3	-1	33	4	-6	1	i
Cc1oc(-c2cccc3ccccc23)nc1CN1CCN(c2ncnc3ccccc23)CC1	-21	-2	-8	-1	12	-3	3	-4	i
Cc1c(C#N)c(=O)c(-[n+]2ccccc2)c([S-])n1-c1ccc(Cl)cc1	-19	-3	-10	-2	-5	3	6	0	i
O=C(c1cccs1)N(C(=O)c1cccs1)c1ccccn1	-3	2	9	2	-3	0	2	2	i
CCO[C@H]1OC(C(=O)NC2CC2)=C[C@@H](c2ccc3c(c2)OCO3)[C@@H]1CCCO	-2	-5	3	1	-14	0	2	-16	i
O=C(NCc1ccccn1)c1ccc(Cl)cc1Cl	-4	0	4	3	-4	-2	6	5	i
Oc1c(Cl)cc(Cl)cc1/C=N/c1ncn[nH]1	11	-2	-5	2	-9	1	-7	-22	i
O=C(CCc1nnc(CCC2CCCCC2)o1)NCc1ccon1	7	-10	8	-1	-10	0	6	1	i
O=C(c1cccc(N2C(=O)c3ccccc3C2=O)c1)N1CCCC(C(F)(F)F)C1 (centres undefined)	-1	-4	-7	-1	7	-1	-4	11	i
CCN(CC)S(=O)(=O)c1cc(C(=O)Nc2cccnc2Cl)ccc1Cl	-2	-14	6	4	-7	4	-4	-12	i
Cc1ccc(NC(=O)CSc2nnnn2-c2ccc3c(c2)OCO3)cc1C	-2	-9	-17	4	-16	-4	-8	-47	i
O=C(Nc1ccc(F)cc1)C1CCN(S(=O)(=O)c2cccs2)CC1	3	-3	15	-1	-3	0	5	10	i
C=CC[C@@H](CC(=O)N[C@H](CO)Cc1ccccc1)C(=O)N[C@H](COC(=O)[C@@H](CC=C)CC(=O)OC(C)(C)C)Cc1ccccc1	4	2	-9	1	8	0	2	7	i
CN(CC(=O)Nc1ccccc1Cl)C(=O)c1ccccc1Sc1ccccc1C#N	2	-2	3	0	3	-1	5	5	i
CC(NS(=O)(=O)c1ccc(Br)cc1)c1ccccc1 (centres undefined)	2	-1	0	-2	3	-2	0	5	i
COc1cc(S(=O)(=O)N2CCCCC2)ccc1NC(=O)c1ccc(F)cc1	1	1	-10	-1	-3	10	-1	11	i
Cc1cc(/C=C2/NC(=O)NC2=O)c(C)n1-c1cccnc1	2	-6	0	-4	-11	-4	2	8	i
O=C(CSc1n[nH]c(-c2ccccc2)n1)N1CCCC1	-20	-6	7	0	-5	2	-3	-5	i
COc1ccc(C2c3ccc(O)cc3Oc3ncn4nc(-c5ccncc5)nc4c32)cc1OC (centres undefined)	-14	-5	-21	-1	0	2	-9	8	i

(cont.)
SMILES	MLLE-PAM2 inh	bovine MsrA act	CendR NRP1 mod	Rin1 Abl inh	FAS-TE inh	MT1-MMP act inh	E coli Lon inh	SKN-1 inh	Neddyl block
COc1cccc(C2CC(C(F)(F)F)n3nc(C(=O)Nc4c(C)n(C)n(-c5ccccc5)c4=O)cc3N2)c1 (centres undefined)	13	-14	7	1	-2	0	-8	-11	i
CC1Cc2[nH][nH]c(=O)c2C(C2CC2)O1 (centres undefined)	.	0	-6	.	-10	2	-3	5	i
COC(=O)c1ccncc1N	-9	-4	-14	3	-4	-2	-14	0	.
COc1ccc(C(=O)c2ccc(CC(=O)O)s2)cc1	-2	-5	1	-4	-1	-4	2	6	i
CCN(CC)C(=O)Oc1ccc(Br)cc1C(=O)Nc1ccc(F)c(Cl)c1	-5	-1	4	0	46	-5	7	14	i
CC(=O)Nc1ccc(SCC(=O)N(CCC#N)c2ccc(C)cc2)cc1	29	-10	3	-4	-12	3	2	-12	i
Cn1c(C(=O)N[C@@H](Cc2ccccc2)C(=O)O)cc2cc(F)ccc21	2	1	-4	4	-6	1	4	2	i
CCCCCC1CC(COc2ccccc2)OC1=O (centres undefined)	-1	-2	10	-1	11	0	-11	30	i
COc1cc(OC)c(C2C(C(=O)O)c3ccccc3C(=O)N2C)cc1OC (centres undefined)	6	-2	-7	-5	-5	1	-7	6	i
CSc1cccc(NC(=O)CN2C(=O)COc3ccc(S(=O)(=O)N4CCOCC4)cc32)c1	14	-3	8	-1	9	0	2	0	i
COc1ccc2[nH]c(=S)[nH]c2c1	-34	-2	-1	2	-2	-3	-7	-7	i
O=C(Cc1csc(-c2cccc(F)c2)n1)Nc1cccc(S(=O)(=O)NC2=NCCC2)c1	-49	-1	4	-1	2	1	-9	24	i
Cc1ccsc1C(=O)OCC(=O)NC1CC1	12	-2	10	0	-5	0	-8	4	i
CCNc1nc(NCC)nc(NC(N)=S)n1	-14	-11	-9	-5	-3	0	-3	-2	i
CSc1ccccc1OCc1cc(C(=O)N2CCN3CCCC3C2)no1 (centres undefined)	11	2	14	3	-6	2	14	1	i
O=C(NCc1ccco1)c1ccccc1NS(=O)(=O)c1ccc2c(c1)OCCO2	-1	-6	-24	0	2	-2	-3	-13	.
COc1cccc(NC(=O)NCCC2=CCCCC2)c1	0	-4	13	2	2	-12	-8	-15	i
O=C(Cn1cnc2c(cnn2-c2ccc(Cl)cc2)c1=O)NC1CCCCC1	10	-1	-3	2	0	3	-3	-3	i
CCN1CCN(C(=O)N2CCOCC2)CC1	-15	-10	2	2	-9	1	1	12	i
COc1ccc(NC(=S)Nc2ccc3c(c2)c(=O)n(C)n3-c2ccccc2)cc1	11	-3	-5	-1	-6	4	4	3	.
O=C(NCCCN1CCCC1=O)C(=O)NCC1OCCCN1S(=O)(=O)c1cc(F)ccc1F (centres undefined)	19	-2	5	2	-8	-3	-16	13	i
COc1ccc(OC)c(/C=C/C(=O)OCC(=O)Nc2ccc3c(c2)OCCO3)c1	-3	-6	3	2	9	0	13	-8	.
Cc1cc(C)nc(N2CCCC(C(=O)NCCc3ccccc3F)C2)n1 (centres undefined)	-2	-4	5	2	-6	-3	0	-2	i
O=C(O)CC(NC(=O)C1CCCCC1)c1ccc(OC2CCCC2)cc1 (centres undefined)	-13	-2	-7	3	2	-1	-7	-4	i
CCOCCCNC(=O)NC(=O)CN1CCN(S(=O)(=O)c2ccc3c(c2)OCCO3)CC1	-4	-4	12	0	-3	-2	2	-6	i

Sorted by value in MT1-MMP act inh (falling): five from the list above
| compound | MT1-MMP act inh |
| --- | --- |
| O=C(Cn1cnc2c(cnn2-c2ccc(Cl)cc2)c1=O)NC1CCCCC1 | 3 |
| Cc1ccsc1C(=O)OCC(=O)NC1CC1 | 0 |
| O=C(O)CC(NC(=O)C1CCCCC1)c1ccc(OC2CCCC2)cc1 (centres undefined) | -1 |
| O=C(NCc1ccco1)c1ccccc1NS(=O)(=O)c1ccc2c(c1)OCCO2 | -2 |
| CCN(CC)C(=O)Oc1ccc(Br)cc1C(=O)Nc1ccc(F)c(Cl)c1 | -5 |

Further records.
SMILES	MLLE-PAM2 inh	bovine MsrA act	CendR NRP1 mod	Rin1 Abl inh	FAS-TE inh	MT1-MMP act inh	E coli Lon inh	SKN-1 inh	Neddyl block
O=C(NC(=S)N1CCCCC1)c1csc([N+](=O)[O-])c1	14	-11	-12	-1	-2	8	5	-13	i
Cc1cccc2c1cnn2C(=O)Nc1ccccc1Cl	7	2	-5	1	-5	-4	-8	4	i
Cc1cccc(N(CC(N)=O)C2SC(=O)N(c3ccccc3)C2=O)c1 (centres undefined)	41*	-7	4	-1	-5	-3	-8	-9	i
O=C(C[C@H]1C/C=C\CC[C@H](Cc2ccc(F)cc2)C(=O)OCCNC1=O)NCCO	3	1	5	2	-6	1	3	7	i
COc1ccccc1N1CC(C)(C)C(=O)N(C(=O)c2ccc(Cl)cc2)C1=S	-6	-2	-5	-1	17	4	2	14	i
CC(C)OCCCNc1nc2c(cnn2C)c(=O)[nH]1	4	-2	-6	1	-5	0	-4	18	i
O=C(Nc1ccc(Cl)c(C(F)(F)F)c1)N1CCCC(O)C1 (centres undefined)	1	-3	-4	-2	0	4	7	3	i
Cc1ccc(C(=O)C2CC2)cc1C	4	-14	4	0	-4	-4	-10	1	i
CCCc1[nH]nc2c1C(C1CCCCC1)C(C#N)=C(N)O2 (centres undefined)	-15	1	6	-2	10	0	-5	0	i
CC(C)Sc1nc(SCC(=O)O)c2c3c(sc2n1)COC(C)(C)C3	-3	-1	4	-4	-6	0	-6	10	i
CC(=O)Nc1ccc(NC(=O)N2CCCCC2)cc1	7	-2	-20	-1	-4	4	-3	12	i
COc1ccc(C(=O)NCC(=O)OCC(=O)NC2CCCCCC2)cc1OC	12	-1	7	-3	-6	2	-9	-11	i
CCOC(=O)C1CCN(c2ccc([N+](=O)[O-])cc2S(=O)(=O)N2CCOCC2)CC1	-3	-3	10	-1	9	0	-6	15	i
CCn1c(=O)c([N+](=O)[O-])c(NCCCn2ccnc2)c2ccccc21	-5	-2	12	-2	-3	-4	-3	-6	i
CCN(CC)S(=O)(=O)c1cc(C)ccc1NC(=S)Nc1cccnc1	31	-1	-3	2	4	0	-5	4	i
COc1ccccc1C(=O)NCCOc1ccc(C)c(C)c1	-2	-7	-3	-1	-8	-1	9	-12	i
CCCC(=O)N(c1ccc(C(=O)O)cc1)c1nc(-c2ccccc2)c(C)s1	7	-10	-5	3	-14	-2	11	-12	i
COc1ccc(NC(=O)CN2C(=O)c3ccccc3Sc3ccc(C(=O)N4CCOCC4)cc32)c(OC)c1	6	0	1	1	-3	-2	2	-10	i
O=C(COC(=O)/C=C/c1ccc(F)cc1)Nc1cccc(S(=O)(=O)N2CCCC2)c1	-8	-5	13	-1	19	0	0	-11	i
COc1ccccc1NS(=O)(=O)c1cc(NC(=O)c2ccccc2[N+](=O)[O-])ccc1N1CCOCC1	-8	-4	6	0	27	0	2	0	i
Cc1ccc(N2CC(C(=O)N3CCCCC3)CC2=O)cc1C (centres undefined)	-4	-2	5	1	-6	-1	-18	-4	i
COc1ccc(-c2nnn(CC(=O)OC3CCCCC3)n2)cc1OC	-13	-6	-4	3	11	2	-6	-36	i
Cc1ccc(NC(=O)N2CCCC(c3nc(-c4ccc(F)cc4)no3)C2)cc1 (centres undefined)	-7	-3	-10	-4	13	3	-8	8	i

Copied from the results shown, two compounds:
SMILES	MLLE-PAM2 inh	bovine MsrA act	CendR NRP1 mod	Rin1 Abl inh	FAS-TE inh	MT1-MMP act inh	E coli Lon inh	SKN-1 inh	Neddyl block
COc1ccc(C(=O)NCC(=O)OCC(=O)NC2CCCCCC2)cc1OC	12	-1	7	-3	-6	2	-9	-11	i
CCOC(=O)C1CCN(c2ccc([N+](=O)[O-])cc2S(=O)(=O)N2CCOCC2)CC1	-3	-3	10	-1	9	0	-6	15	i
